GASC1 inh – inhibitors of human demethylase GASC-1 KDM4C; inhibition, % at 12.5 µM; GST-KDM4C 2-372, H3K9me3 peptide, LANCE TR-FRET; 0.15% of 96,000 active; Q9H3R0;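 active = mean replicate inhibition above about 25%, with at least 55% of replicates also reaching it, limit read from the data, passing the limit was not always enough; inconclusive = only one of those two conditions met; inactive = neither condition met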
Target sequence (Q9H3R0 2-372 limits assumed): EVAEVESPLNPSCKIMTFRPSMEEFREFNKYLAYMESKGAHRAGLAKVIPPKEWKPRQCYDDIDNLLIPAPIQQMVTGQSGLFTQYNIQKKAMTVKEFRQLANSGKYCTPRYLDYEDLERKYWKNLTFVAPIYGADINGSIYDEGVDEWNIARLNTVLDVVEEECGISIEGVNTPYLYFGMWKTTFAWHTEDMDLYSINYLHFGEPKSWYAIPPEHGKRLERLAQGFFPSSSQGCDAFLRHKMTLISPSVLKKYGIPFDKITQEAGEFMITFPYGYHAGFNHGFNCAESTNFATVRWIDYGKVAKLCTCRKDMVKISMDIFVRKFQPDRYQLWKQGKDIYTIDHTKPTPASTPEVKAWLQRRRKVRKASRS
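Material: GST-tagged GASC-1 (JMJD2C) catalytic fragment, aa 2-372 / Quantity: enzyme final amount 10 nM / Medium: HEPES buffer, pH 7.5, plus ascorbate / Doses: one test concentration per compound / Incubation: 30 min reaction, 60 min detection, RT / Measured by: LANCE TR-FRET / Read-out: inhibition from TR-FRET ratio decrease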
T cruzi growth – T. cruzi proliferation inhibition; inhibition, % at 8.34 µM; T. cruzi beta-gal in NIH3T3, GalScreen luminescence, 90 h; 5.9% of 77,000 active;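 active = mean inhibition above about 93%, with at least 55% of replicates each passing it, limit read from the data, passing the limit was not always enough; inconclusive = only one of those two conditions holds; inactive = neither condition holds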
C diff growth – C. difficile growth inhibition | 0.25% of 86,000 active | growth activity, negative = inhibition, % at 16 µg/mL (by protocol) | AID 1259249 | Clostridium difficile clinical isolate growth, OD600, 24 h; active compounds read low;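 active = mean growth activity at or below -80% and every replicate also at or below -80%; inconclusive = mean at or below -80% but some replicate above -80%; inactive = mean growth activity above -80%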;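 note: 0% = DMSO wells and -100% = levofloxacin 16 µg/mL wells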
Pf Dd2 growth – blocks growth of Plasmodium falciparum Dd2 parasites; P. falciparum Dd2 growth, SYBR Green, 72 h; active compounds read low; activity change, % at 10 µM; 2.3% of 94,000 active; AID 1159554; in the data active = activity change below about -80%; inconclusive = no clear call, values can overlap the other calls
Active calls of the source: *; ? = inconclusive; . = not tested or not shown; & = joins results of further samples; ! = not active in a repeat.

SMILES	GASC1 inh	T cruzi growth	C diff growth	Pf Dd2 growth
C[C@H]1CN([C@@H](C)CO)C(=O)c2cc(-c3ccc(C#N)cc3)cnc2O[C@H]1CN(C)CC1CCOCC1	-0.2	.	4.3	16.5
C[C@@H]1CCCCO[C@H](CN(C)Cc2ccccc2)[C@@H](C)CN([C@H](C)CO)C(=O)c2cc(NC(=O)c3ccncc3)ccc2O1	-0.5	57.9	-0.9	37.7
CO[C@H]1CN(C)C(=O)c2cc(NC(=O)C3CCCC3)ccc2OC[C@H](C)N(S(C)(=O)=O)C[C@H]1C	1.0	-0.6	.	-69.3
O=C(C1CCOCC1)N1CC(=O)N2[C@H](CO)[C@@H](c3ccc(C#CC4CCCC4)cc3)[C@@H]2C1	0.5	.	-16.4	-13.3
CC=Cc1ccc2n(c1=O)C[C@@H]1[C@@H](CO)[C@H](C(=O)NC3CCCC3)[C@H]2N1Cc1ccncc1 (mixture of isomers)	0.1	9.2	1.9	13.2
COCC(=O)Nc1ccc2c(c1)C(=O)N(C)C[C@@H](OC)[C@@H](C)CN(Cc1ccncc1)[C@H](C)CO2	-1.3	5.2	.	25.1
CC(C)NC(=O)Nc1ccc2c(c1)C(=O)N([C@H](C)CO)C[C@H](C)[C@@H](CN(C)C(=O)C1CCCCC1)OCCCC[C@@H](C)O2	-2.6	32.0	-0.2	-20.3
CCCNC(=O)N1CC2(CCN(S(=O)(=O)CC)CC2)c2c([nH]c3cc(OC)ccc23)[C@H]1CO	0.1	.	-1.3	-17.3
O=C(C[C@H]1C[C@@H]2c3cc(NS(=O)(=O)c4ccccc4)ccc3O[C@@H]2[C@@H](CO)O1)NC1CCCCC1	-1.9	6.9	.	0.0
CO[C@H]1CN(C)C(=O)c2ccc(NC(=O)C3CC3)cc2OC[C@H](C)N(C(=O)c2cnccn2)C[C@H]1C	-0.8	-22.3	0.6	15.0
C[C@H]1CN([C@@H](C)CO)C(=O)c2cccc(NC(=O)C3CCCCC3)c2O[C@@H]1CN(C)C(=O)Nc1cccc2ccccc12	0.8	-17.8	-3.6	-49.1
Cc1noc(C)c1NC(=O)Nc1ccc2c(c1)C(=O)N([C@@H](C)CO)C[C@@H](C)[C@@H](CN(C)C(=O)Cc1ccccc1)OCCCC[C@@H](C)O2	0.6	64.8	-3.0	-17.3
Cc1ccc(S(=O)(=O)N(C)C[C@@H]2Oc3ncc(C#CCC(C)C)cc3C(=O)N([C@H](C)CO)C[C@H]2C)cc1	4.7	121.6*!	-5.7&-5.6	-66.0&-16.4
CCCC(=O)Nc1ccc2c(c1)OC[C@H](C)N(C(=O)c1cccnc1)C[C@H](C)[C@@H](OC)CN(C)C2=O	-0.1	51.1	.	-19.2
C[C@@H]1CN([C@@H](C)CO)S(=O)(=O)c2ccc(C#C[C@@H](C)O)cc2O[C@H]1CN(C)C(=O)CC1CC1	.	-38.2	4.5	.
C[C@H](CO)N1C[C@H](C)[C@@H](CN(C)C)Oc2ncc(C#CC3CCCCC3)cc2C1=O	-2.8	-2.9	-6.4	-40.0
CCCC(=O)N1CC2(C1)CN(CC1CC1)[C@@H](CO)c1[nH]c3cc(OC)ccc3c12	-1.0	.	-4.3	-8.5
O=C(NCC[C@H]1CC[C@H](NS(=O)(=O)Cc2ccccc2)[C@H](CO)O1)C1CCCCC1	0.9	.	0.9	-6.5
CCc1csc(N2[C@H](C#N)[C@H](c3ccc(-c4cccc(F)c4)cc3)[C@H]2CO)n1	-2.9	88.5	3.8	-8.9
C[C@H]1CCCCO[C@H](CN(C)Cc2ccccc2)[C@@H](C)CN([C@@H](C)CO)C(=O)c2cc(NC(=O)NC3CCCCC3)ccc2O1	3.6	?	1.8	-45.0
Cc1noc(C)c1NC(=O)Nc1ccc2c(c1)C(=O)N([C@@H](C)CO)C[C@H](C)[C@H](CN(C)S(=O)(=O)c1cccs1)OCCCC[C@@H](C)O2	-0.6	9.2	-8.8	8.9
COCC#Cc1ccc([C@@H]2[C@H]3CN(Cc4ccccc4F)CCCCN3[C@H]2CO)cc1	0.3	46.7	2.0	-66.9
O=C(NC1CCCC1)[C@H]1[C@H](CO)[C@H]2Cn3c(ccc(-c4ccccc4F)c3=O)[C@@H]1N2C(=O)CC1CC1	-13.3	-9.3	3.4	.
O=C(C1CCC1)N1CCCCN2[C@H](C1)[C@@H](c1ccc(C#CC3CCCC3)cc1)[C@@H]2CO	.	86.9	26.5	25.3
C[C@@H]1CN([C@H](C)CO)C(=O)c2cc(-c3ccccc3)cnc2O[C@@H]1CN(C)Cc1cccnc1	0.4	-2.5	2.6	34.3
CC(C)C#Cc1ccc([C@@H]2[C@@H](CO)N3CCCCN(CC4CC4)C[C@H]23)cc1	0.4	108.5*	2.7	-58.5
C[C@H](CO)N1C[C@H](C)[C@@H](CN(C)C(=O)Nc2ccccc2)Oc2ccc(NC(=O)NC3CCCCC3)cc2CC1=O	-0.6	20.2	-1.6	-0.6
C[C@H]1CN([C@@H](C)CO)C(=O)c2cc(NS(=O)(=O)c3ccc(Cl)cc3)ccc2O[C@@H]1CN(C)C(=O)Nc1ccc(F)cc1	-3.0	31.5	4.2	21.5
C[C@@H]1CCCCO[C@H](CN(C)S(=O)(=O)c2ccc(Cl)cc2)[C@@H](C)CN([C@@H](C)CO)C(=O)c2cc(NC(=O)CCC(F)(F)F)ccc2O1	-0.1	94.2	18.7	-75.3
OC[C@@H]1[C@@H](c2ccccc2)C2(CN(CCC(F)(F)F)C2)N1Cc1cccnc1	0.8	.	-1.1	0.5

Three compounds from above, arranged by length of the SMILES, smallest number first:
SMILES	GASC1 inh	T cruzi growth	C diff growth	Pf Dd2 growth
COCC#Cc1ccc([C@@H]2[C@H]3CN(Cc4ccccc4F)CCCCN3[C@H]2CO)cc1	0.3	46.7	2.0	-66.9
C[C@H](CO)N1C[C@H](C)[C@@H](CN(C)C(=O)Nc2ccccc2)Oc2ccc(NC(=O)NC3CCCCC3)cc2CC1=O	-0.6	20.2	-1.6	-0.6
C[C@@H]1CCCCO[C@H](CN(C)S(=O)(=O)c2ccc(Cl)cc2)[C@@H](C)CN([C@@H](C)CO)C(=O)c2cc(NC(=O)CCC(F)(F)F)ccc2O1	-0.1	94.2	18.7	-75.3

Going on with the list:
SMILES	GASC1 inh	T cruzi growth	C diff growth	Pf Dd2 growth
C[C@H](CO)N1C[C@H](C)[C@@H](CN(C)Cc2ccncc2)OCc2ccccc2-c2c(n(C)c3ccccc23)C1=O	22.1	-11.5	.	-14.1
CCC(=O)Nc1ccc2c(c1)OC[C@@H](C)N(C(=O)CC1CC1)C[C@@H](C)[C@H](OC)CN(C)C2=O	0.9	-41.5	1.8	-9.8
O=C(Cc1cccnc1)N1CC(=O)N2[C@H](CO)[C@@H](c3ccc(C4=CCCCC4)cc3)[C@H]2C1	0.7	.	4.8	7.4
C[C@H](CO)N1C[C@H](C)[C@H](CN(C)Cc2ccccc2)Oc2ncc(C#CCc3ccccc3)cc2C1=O	-0.8	.	12.6	-64.7
O=C(C[C@H]1C[C@H]2c3cc(NC(=O)NC4CCCC4)ccc3O[C@H]2[C@H](CO)O1)NCc1ccccc1	0.6	53.1	.	-15.2
CCC(=O)N(C)C[C@H]1Oc2ncc(-c3ccc(C)cc3)cc2C(=O)N([C@H](C)CO)C[C@H]1C	-0.4	40.8	-1.7	3.9
CNC[C@H]1Oc2c(N)cccc2C(=O)N([C@H](C)CO)C[C@@H]1C	0.0	-26.1	-0.2	22.3
C[C@@H]1CN([C@@H](C)CO)C(=O)c2cc(NC(=O)Nc3ccc(C(F)(F)F)cc3)ccc2O[C@H]1CN(C)C(=O)Nc1ccc(F)cc1	5.4	17.0	11.7	-54.7
C[C@@H]1CN([C@H](C)CO)C(=O)c2cccc(NC(=O)NC3CCCCC3)c2O[C@H]1CN(C)S(=O)(=O)c1ccc(F)cc1	-0.1	3.8	-7.0	-18.6
C[C@H](CO)N1C[C@H](C)[C@H](CN(C)C(=O)Nc2ccc3c(c2)OCO3)Oc2ccc(NS(C)(=O)=O)cc2CC1=O	0.1	18.7	2.0	14.4
COc1ccc(S(=O)(=O)N[C@H]2C=C[C@@H](CC(=O)NCCc3ccncc3)O[C@@H]2CO)cc1	-0.8	76.7	-2.3	3.3
CN1C[C@@H]2[C@H](c3ccccc31)[C@H](CO)N2C(=O)c1ccccn1	3.4	14.4	1.6	4.2
C[C@@H](O)C#Cc1cnc2c(c1)C(=O)N([C@@H](C)CO)C[C@H](C)[C@H](CN(C)C(=O)CN1CCOCC1)O2	-0.7	41.2	-2.3	23.0
C[C@@H]1CCCCO[C@@H](CN(C)C(=O)NC2CCCCC2)[C@H](C)CN([C@@H](C)CO)C(=O)c2cc(NS(C)(=O)=O)ccc2O1	-1.2	7.8	.	29.6
O=C(NC[C@@H]1[C@@H](c2ccccc2)[C@H](CO)N1C(=O)C1CCC1)NC1CCCC1	0.4	-28.8	13.3	3.0
CN(C)C(=O)C[C@@H]1CC[C@@H]2[C@H](COC[C@H](O)CN2Cc2nccs2)O1	-1.2	-26.4	-0.6&-2.0	26.1
CC(C)NC(=O)N1C[C@H]2[C@@H](c3ccccc31)[C@@H](CO)N2C(=O)c1ccc(F)cc1	2.3	35.9	3.4	-1.3
O=C(C[C@@H]1CC[C@H]2[C@@H](COC[C@@H](O)CN2C(=O)Nc2ccc(Cl)cc2)O1)NCCc1ccncc1	0.4	70.9	29.7&20.9	-1.8
C[C@H]1CN([C@@H](C)CO)S(=O)(=O)c2ccc(C#Cc3ccccn3)cc2O[C@H]1CN(C)CC1CC1	-1.2	20.4	3.6	-48.5
O=C(c1cnccn1)N1CC(=O)N2[C@H](C1)[C@@H](c1ccc(C#CC3CCCCC3)cc1)[C@@H]2CO	-0.5	.	-33.9	-35.2
Cc1ccc(S(=O)(=O)Nc2ccc3c(c2)CC(=O)N([C@H](C)CO)C[C@H](C)[C@@H](CN(C)S(=O)(=O)c2cccs2)O3)cc1	0.3	23.2	3.5	-39.1
COC(=O)N(C)C[C@H]1OCc2cn(nn2)CCCC(=O)N([C@@H](C)CO)C[C@@H]1C	.	20.3	.	-35.9
Cc1ccc(NC(=O)Nc2ccc3c(c2)C(=O)N(C)[C@@H]2CC[C@H](CC(=O)O)O[C@H]2CO3)cc1	-0.6	36.0	13.9	4.1
C[C@H]1CN([C@@H](C)CO)C(=O)Cc2cc(NC(=O)Nc3ccccc3)ccc2O[C@@H]1CN(C)C(=O)Nc1ccccc1	-2.3	20.0	0.5	4.5
C[C@H](CO)N1C[C@H](C)[C@@H](CN(C)Cc2ccc(C(F)(F)F)cc2)Oc2c(NS(=O)(=O)c3ccc(Cl)cc3)cccc2C1=O	-0.3	36.8	16.9	-28.2
C[C@@H]1CN([C@H](C)CO)C(=O)c2cc(N(C)C)ccc2O[C@@H]1CN(C)C	0.8	40.4	4.8	-3.7
CN1[C@H](CO)[C@@H]2c3ccccc3N(C(=O)c3ccc(F)cc3)C[C@@H]21	-0.2	19.1	-1.6	-12.0
CO[C@@H](CN(C)Cc1ccc2c(c1)OCO2)[C@H](C)CN(C(=O)c1ccccc1)[C@@H](C)CO	3.3	51.7	.	4.7
COc1ccc(S(=O)(=O)Nc2ccc3c(c2)C(=O)N([C@H](C)CO)C[C@@H](C)[C@@H](CN(C)CC2CCCCC2)OCCCC[C@@H](C)O3)cc1	-2.0	109.5*	-1.5	-68.8
C[C@H]1CCCCO[C@H](CN(C)C(=O)Nc2ccccc2)[C@@H](C)CN([C@@H](C)CO)C(=O)c2cc(NS(=O)(=O)c3ccccc3)ccc2O1	-1.1	.	.	-31.4
C[C@H](O)C#Cc1cnc2c(c1)C(=O)N([C@H](C)CO)C[C@H](C)[C@H](CN(C)C(=O)Cc1ccncc1)O2	1.5	.	-3.9	8.3
CCNC(=O)C[C@H]1CC[C@@H]2[C@H](COc3ccc(NC(=O)c4cccc(C(F)(F)F)c4)cc3C(=O)N2C)O1	-1.6	-16.6	16.1	-1.6
O=C(C1CC1)N1CC(=O)N2[C@@H](CO)[C@@H](c3ccc(C#CC4CCCC4)cc3)[C@@H]2C1	0.9	.	-18.9	-17.8
COc1ccc(CN(C)C[C@H]2Oc3ccc(NC(=O)C4CC4)cc3C(=O)N([C@@H](C)CO)C[C@H]2C)cc1	1.6	-1.9	-0.9	9.3
COCC(=O)Nc1ccc2c(c1)C(=O)N(C)[C@@H]1CC[C@H](CC(=O)NC3Cc4ccccc4C3)O[C@@H]1CO2	1.7	23.7	-0.7	18.1
Cc1ccc(S(=O)(=O)Nc2ccc3c(c2)CC(=O)N([C@@H](C)CO)C[C@H](C)[C@@H](CN(C)C(=O)Nc2ccccc2)O3)cc1	-1.4	2.7	-1.3	30.2
O=C(NCCc1ccncc1)[C@H]1[C@H](CO)[C@H]2Cn3c(ccc(-c4cccnc4)c3=O)[C@H]2N1C(=O)C1CC1	0.2	-8.5	0.8	5.6
C[C@H](NC(=O)C[C@H]1C[C@H]2c3cc(NC(=O)Cc4ccncc4)ccc3O[C@H]2[C@H](CO)O1)c1ccccc1	1.0	36.2	.	-12.8

Screening data from PubChem BioAssay.

Hits appear at their usual frequency; about 6.8% have a hit in one of these screens.
